# Source: PubChem BioAssay (Sanford-Burnham Center for Chemical Genomics)
# CYP2C9 activ: human CYP2C9 activators, primary screen, biochemical, luminescence. activation factor at 5 µM. 96,000 tested, 1.4% active. Cytochrome P450 2C9 (Homo sapiens), P11712. recombinant CYP2C9, luciferin-H conversion; active compounds read high; factor 1 = untreated enzyme, 0 = blocked;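 active = activation factor of 2 or more for CYP2C9 at a 5 µM dose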;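 note: 0 = sulfaphenazole-blocked wells and 1 = vehicle-only wells; values of inactives mirror those of a sister screen read the other way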
# CD11b adhes inh: inhibitors of CD11b/CD18 adhesion to fibrinogen, primary screen, K562 cells, luminescence; 93,000 tested, 0.54% active; ATPlite luminescence; Mn2+ added to activate the integrin; Integrin beta-2 (Homo sapiens) + Integrin alpha-M (Homo sapiens), P05107+P11215; inhibition, % at 10 µM; AID 1497, 2009;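 active = primary inhibition of 50% or more at 10 µM, then 40% or more on retest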; note: some results filed as inactive read as strong as hits
# CYP2C9 inhib: blockers of cytochrome P450 2C9 activity – biochemical, luminescence, ADME assay, primary screen; 96,000 tested, 20% active; inhibition, % at 5 µM; P11712; AID 777, 2007; CYP2C9 Supersomes, luciferin-H conversion;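 active = blocking of liver enzyme CYP2C9 beyond about 50% at 5 µM, limit read from the data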; note: values of inactives mirror those of a sister screen read the other way
# CYP2C19 inh: blockers of cytochrome P450 2C19 activity – biochemical, luminescence, ADME assay, primary screen. AID 778, 2007. 96,000 tested, 21% active. CYP2C19 Supersomes, luciferin-H EGE luminescence, 30 min. inhibition, % at 5 µM. P33261;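 active = CYP2C19 inhibition above a set limit at 5 µM in the primary screen, cut at about 50% in these data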;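 note: plate controls were negative control wells for no effect and 2.5 mM tranylcypromine positive control for full effect; values of inactives mirror those of a sister screen read the other way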
# Target sequence (P33261 whole entry, looked up): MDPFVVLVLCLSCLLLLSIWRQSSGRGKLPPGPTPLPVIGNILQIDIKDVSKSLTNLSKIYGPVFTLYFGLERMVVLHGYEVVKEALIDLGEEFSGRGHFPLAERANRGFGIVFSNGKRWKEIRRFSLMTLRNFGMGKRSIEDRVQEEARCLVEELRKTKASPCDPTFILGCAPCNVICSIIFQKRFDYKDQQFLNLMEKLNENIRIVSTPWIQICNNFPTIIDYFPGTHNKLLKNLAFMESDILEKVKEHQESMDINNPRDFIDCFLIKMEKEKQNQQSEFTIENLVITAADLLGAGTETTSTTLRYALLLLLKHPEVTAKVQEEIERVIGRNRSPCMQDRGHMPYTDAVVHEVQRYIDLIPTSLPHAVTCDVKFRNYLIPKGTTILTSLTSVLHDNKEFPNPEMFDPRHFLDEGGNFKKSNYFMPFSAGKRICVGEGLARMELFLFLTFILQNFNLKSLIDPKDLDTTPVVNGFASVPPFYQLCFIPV
# CYP2C19 act: human CYP2C19 activators, primary screen, biochemical, luminescence; recombinant CYP2C19, luciferin-H EGE luminescence; active compounds read high; 0 = fully inhibited enzyme, 1 = untreated enzyme; activation factor at 5 µM; 96,000 tested, under 10 active;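 active = activation factor of at least 2 at 5 µM in the primary screen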;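 note: 0 = wells with 2.5 mM tranylcypromine and 1 = vehicle-only wells; values of inactives mirror those of a sister screen read the other way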
# CD11b adhes enh: enhancers of CD11b/CD18 adhesion to fibrinogen, primary screen, K562 cells, luminescence. ATPlite luminescence. 93,000 tested, 0.07% active. activation, % at 10 µM;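 active = 10 µM primary screen giving 50% or more activity, confirmed by 40% or more on retest at that dose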; note: strong numbers were not always called active; reference of the scale not given here
# MT1-MMP txn act: MT1-MMP promoter reporter activation – cell-based, luciferase luminescence, primary screen | AID 750, 2007 | 86,000 tested, 0.16% active | HT1080 MT1-MMP promoter luciferase reporter, overnight; active compounds read high | activation factor at 10 µM;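 active = activation factor of at least 2 for MT1-MMP transcription at 10 µM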
# PLAP activator: PLAP enzyme activators, biochemical, luminescence, HTS. 96,000 tested, 1.2% active. purified PLAP enzyme, luminescent substrate read-out; active compounds read high. activation fold at 20 µM. Alkaline phosphatase, placental type (Homo sapiens), P05187. AID 696, 2007; in the data active = activation fold above about 2
# Target sequence (P05187 whole entry, looked up): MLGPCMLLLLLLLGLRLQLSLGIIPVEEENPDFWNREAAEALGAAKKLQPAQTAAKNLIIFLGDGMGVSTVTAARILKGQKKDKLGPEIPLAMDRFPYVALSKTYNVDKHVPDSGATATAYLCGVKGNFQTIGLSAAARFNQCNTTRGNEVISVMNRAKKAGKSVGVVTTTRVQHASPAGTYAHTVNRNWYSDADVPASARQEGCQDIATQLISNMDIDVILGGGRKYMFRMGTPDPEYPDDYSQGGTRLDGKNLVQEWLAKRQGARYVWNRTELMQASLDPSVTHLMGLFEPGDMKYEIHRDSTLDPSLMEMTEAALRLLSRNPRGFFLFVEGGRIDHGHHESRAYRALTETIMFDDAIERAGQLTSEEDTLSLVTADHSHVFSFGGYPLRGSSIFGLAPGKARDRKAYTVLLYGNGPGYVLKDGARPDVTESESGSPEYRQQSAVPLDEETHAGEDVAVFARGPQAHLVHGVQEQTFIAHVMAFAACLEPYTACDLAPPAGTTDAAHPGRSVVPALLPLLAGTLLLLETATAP
# Pyk2 oligo antag: antagonists of Pyk2 self-association, primary screen, Q293 cells, FERM NanoBiT luminescence, HTS; active compounds read low; z-score (the deposit names both 25 µM and 10 µM); 99,000 tested, 0.83% active;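 active = Z-score of -3 or lower, scaled per plate to the spread of control and sample wells; inactive = z-score above -3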;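 note: negative z-score means lost luminescence so less FERM oligomerization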
# Starred values were filed as active, the others as inactive; · = no result given; & = joins results of further samples; ! = a repeat was not active. Random draw from the library; any-hit rate near 31%.
SMILES,CYP2C9 activ,CD11b adhes inh,CYP2C9 inhib,CYP2C19 inh,CYP2C19 act,CD11b adhes enh,MT1-MMP txn act,PLAP activator,Pyk2 oligo antag
COc1ccc(NC(=O)c2c3c(nc4ccccc24)CCC3)cc1,0.9,·,14,4,1,·,·,0.8,-0.14
CSc1nc(C)c2c(n1)OC(CN1C(=O)c3ccccc3C1=O)C2 (centres undefined),0.8,-19,15,7,0.9,0,1.1,0.9,·
O=C(c1ccco1)N1CCN(c2ncnc3scc(-c4cccs4)c23)CC1,0.5,10,50,21,0.8,2,1.1,1,-2
CN1C(=O)NC(NC(=O)C2CCCCC2)(C(F)(F)F)C1=O (centres undefined),1,·,-5,-2,1,·,1.2,1,0.74
O=C(COC(=O)c1ccccc1Oc1ccccc1)NCc1ccco1,0.4,-11,56*,32,0.7,3,1.2,1.2,-0.06
COc1ccc(Cn2nnnc2C(c2cccs2)N2CCN(c3ccccc3)CC2)cc1 (centres undefined),0.7,8,28,6,0.9,-2,1.2,0.9,-1.9
CCCC1=C(C(=O)OCC)C(c2cc(Cl)cc(OC)c2OCc2ccccc2)NC(=O)N1 (centres undefined),0.4,·,64*,50*,0.5,·,1,1,-2.7
CCCCOc1ccc(C(=O)Nc2cccc(C)n2)cc1,0.9,45,11,25,0.7,-4,0.8,0.9,0.21
COC(=O)[C@H](Cc1ccccc1)NC(=O)N1CCC(C)CC1,0.9,-16,14,2,1,-2,1.3,1.1,2.4
COc1cccc(NC(=O)Nc2ccc3nsnc3c2)c1,0.4,6,64*,-1,1,-3,·,0.9,-1.6
COc1cc(OC)c(C2C(C(=O)O)c3ccccc3C(=O)N2C)cc1OC (centres undefined),1.1,·,-13,4,1,·,1.1,1.1,0.36
CCCC(=O)N(Cc1cc2cccc(C)c2[nH]c1=O)c1ccccc1OC,0.7,-11,30,34,0.7,0,1.2,1,-0.34
CC(C)CCNC(=O)Cn1c(=O)oc2cc(S(=O)(=O)N3CC(C)CC(C)C3)ccc21 (centres undefined),0.5,6,51*,19,0.8,12,·,0.9,·
COc1cc(C(=O)NCCC(=O)NCCCN2CCCCC2C)cc(OC)c1OC (centres undefined),1,-2,1,2,1,5,1.1,1.1,0.88
COc1cccc(CNC(=O)CCCNS(=O)(=O)c2cccs2)c1,0.7,·,30,32,0.7,·,1,0.8,0.75
CSc1nnc(-c2ccco2)n1-c1ccccc1,0.9,-1,14,24,0.8,-1,1,1,0.31
Cc1ccc(-c2nc3cnccn3c2Nc2c(C)cccc2C)o1,0.4,8,63*,99*,0,4,·,1.6,·
COC(=O)c1ccc(COC(=O)CNC(=O)c2ccco2)cc1,0.9,-2,14,12,0.9,-3,·,0.8,-0.83
COC(=O)c1nnc(-c2ccccc2)c(-c2ccccc2)n1,1.2,-12,-22,20,0.8,-3,1.1,1.2,0.08
CCNc1nc(NC#N)nc(SCC(=O)OCC)n1,1.1,-4,-6,-14,1.1,-2,1.1,1,0.66
Cc1cc(=O)[nH]c(SCCCOc2ccc3c(c2)CCC3)n1,1.3,-2,-27,43,0.6,3,1.1,1.1,1.2
COc1ccccc1-n1cnnc1SCc1csc(-c2ccccc2)n1,1.3,8,-35,43,0.6,1,1.2,1,-1.6
Cc1ccccc1N1C(=O)N(c2cccc(C(F)(F)F)c2)C2CS(=O)(=O)CC21 (centres undefined),0.8,-5,20,63*,0.4,-2,1.1,1,-0.56
Oc1ccccc1/C=N/c1c(-c2ccco2)nc2ccccn12,0.8,0,22,20,0.8,-2,1.3,1.1,0.27
CCOC(=O)N1CCN(C(=O)CSc2ccc(Cl)cc2)CC1,0.6,8,42,72*,0.3,-4,1.3,1.4,1.2
O=C(Cc1ccc(Br)cc1)N1CCN(c2ccccc2O)CC1,0.2,8,81*,96*,0,2,·,1.8,0.4
COc1ccc2nc(C)cc(SCC(=O)O)c2c1,0.6&1.1,-11&-10,38&-10,50*!,0.5&1.2,-1&-2,1.1&1.2,1.1&1,0.13&0.42
CCCCN(C)C(=O)CS(=O)(=O)Cc1nc(-c2cccc(OC)c2)oc1C,0.7,-3,28,40,0.6,10,1.1,1.3,·
Cc1ccc(-c2noc(CN3CCC(C(N)=O)CC3)n2)cc1,1.1,44,-12,3,1,0,1.6,1.4,-0.26
OC(COCCC12CC3CC(CC(C3)C1)C2)CN1CCCCC1 (centres undefined),1,-8,3,35,0.6,-2,1.1,1.6,-0.39
COc1ccccc1-n1c(-c2ccc(NS(C)(=O)=O)cc2)n[nH]c1=S,0.8,-34,17,9,0.9,-1,1.2,1.3,1
COC(=O)c1c(NC(=O)CN2CCN(c3ccccc3)CC2)c2c(C)cccc2n1C,0.7,10,27,34,0.7,1,1,1.4,0.66
CCOC(=O)N1CCN(C(=O)C2CCN(C(=O)c3cc4sccc4n3CC)CC2)CC1,1.3,6,-32,-20,1.2,0,1,1.4,·
O=C(NCC(F)(F)F)Nc1ncccn1,1,2,2,-4,1,-2,1.2,0.9,0.69
CCOC(=O)c1c(NC(=O)Cn2nnc3ccccc32)sc2c1CCC(C)C2 (centres undefined),0.1,14,88*,61*,0.4,1,1.1,1.4,-1.4
Cc1cc(CN2CCN(CCC#N)CC2)c(O)c(C2(C)CCCCC2)c1,0.8,-3,20,14,0.9,9,0.9,1.2,1.1
O=C(CSc1nnc(-c2c[nH]c3ccccc23)o1)N1CCCCC1,0.9,-8,7,41,0.6,0,1.3,0.8,0.69
Cn1nnnc1SCc1nnc(-c2ccc(F)cc2)o1,1.3,6,-25,-16,1.2,1,1.6,1,-0.23
CCCN(CCO)Cc1ccc(Cl)c(Cl)c1,1,-12,2,16,0.8,0,1.1,0.9,-0.15
CCCCNC(=O)c1onc(CSc2cc(C)ccc2C)c1C(=O)O,0.2,-14,78*,10,0.9,-4,·,1.3,·
CS(=O)(=O)Nc1ccc(S(=O)(=O)N2CCOCC2)cc1,1,·,4,3,1,·,1.1,0.9,-0.21
O=C(NNC(=O)c1ccco1)c1cccc([N+](=O)[O-])c1,0.9,-6,6,0,1,0,·,0.9,0.2
O=[N+]([O-])c1ccc(/C=N/Nc2cc(Cl)nc(-c3ccccc3)n2)cc1,1,-2,2,-1,1,-3,·,1.1,-0.3
CN(C)S(=O)(=O)c1cc([N+](=O)[O-])ccc1N1CCCCCC1,0.5,·,48,47,0.5,·,·,1.1,-1.1
Fc1ccc(-c2nc3c(Cl)cc(C(F)(F)F)cn3c2Cl)cc1,0.9,-20,7,23,0.8,0,·,0.8,1.2

# Three of the compounds above, as labelled records.
> CCCCNC(=O)c1onc(CSc2cc(C)ccc2C)c1C(=O)O
  CYP2C9 activ: 0.2 | CD11b adhes inh: -14 | CYP2C9 inhib: 78* | CYP2C19 inh: 10 | CYP2C19 act: 0.9 | CD11b adhes enh: -4 | MT1-MMP txn act: · | PLAP activator: 1.3 | Pyk2 oligo antag: ·

> CS(=O)(=O)Nc1ccc(S(=O)(=O)N2CCOCC2)cc1
  CYP2C9 activ: 1 | CD11b adhes inh: · | CYP2C9 inhib: 4 | CYP2C19 inh: 3 | CYP2C19 act: 1 | CD11b adhes enh: · | MT1-MMP txn act: 1.1 | PLAP activator: 0.9 | Pyk2 oligo antag: -0.21

> O=C(NNC(=O)c1ccco1)c1cccc([N+](=O)[O-])c1
  CYP2C9 activ: 0.9 | CD11b adhes inh: -6 | CYP2C9 inhib: 6 | CYP2C19 inh: 0 | CYP2C19 act: 1 | CD11b adhes enh: 0 | MT1-MMP txn act: · | PLAP activator: 0.9 | Pyk2 oligo antag: 0.2

# Continuation:
SMILES,CYP2C9 activ,CD11b adhes inh,CYP2C9 inhib,CYP2C19 inh,CYP2C19 act,CD11b adhes enh,MT1-MMP txn act,PLAP activator,Pyk2 oligo antag
COc1cc(NS(=O)(=O)c2ccc(NC(=O)c3ccco3)cc2)nc(OC)n1,0.9,·,8,1,1,·,1,0.8,-0.33
COc1ccc(/C(O)=C2/C(=O)C(=O)N(CCN(C)C)C2c2ccccc2)cc1Cl (centres undefined),0.7,-1,30,12,0.9,-6,0.9,1.5,-0.32
Cc1ccc(C)c(-n2c(SCC(N)=O)nnc2-c2ccccn2)c1,0.8,0,16,5,1,1,1.2,1.1,1.2
Cc1cccc(NC(=O)c2oc3ccc(S(=O)(=O)N4CCOCC4)cc3c2C)c1C,0.7,-8,28,-8,1.1,-4,1,1,-1.4
Cc1ccc(-c2c(C#N)c(N)nc3c2CCCCC3)cc1,0.9,-6,8,35,0.7,4,1.1,0.8,0.88
C=CCNC(=O)c1ccc(N(C)S(=O)(=O)c2ccc(OC)cc2)cc1,0.1,8,86*,73*,0.3,1,1.2,0.9,-0.06
O=C(COC(=O)c1ccc(Br)c(S(=O)(=O)N2CCOCC2)c1)NCC1CCCO1 (centres undefined),1,-6,4,33,0.7,1,1.1,1.2,0.23
CCOc1ccc(NC(=O)C(C)O)c(NS(=O)(=O)c2ccc(CCNC(C)=O)cc2)c1 (centres undefined),0.9,-25,7,16,0.8,6,1,1,0.19
COC(=O)c1ccccc1NC(=O)COC(=O)CSCC(=O)N1CCOCC1,1,4,-3,7,0.9,-3,1.2,0.9,-0.63
CCc1cc(C(=O)Nc2ccccc2)cs1,0.5,6,48,76*,0.2,-1,0.9,1,0.45
CCCCc1nc2c(=O)[nH]c3ccccc3c2o1,1,3,-4,-10,1.1,-1,1.4,1.1,1.1
Cc1ccc(OCCn2cnc3c(N)ncnc32)cc1,0.9,-13,14,8,0.9,-2,1.3,0.9,1.2
C=CCNc1sc(C(=O)c2ccc(Br)s2)c(N)c1C#N,0.4,-4,63*,18,0.8,-2,1.1,0.9,0.46
COc1ccc(CCNC(=O)C2CC(=O)N(c3ccc(F)cc3)C2)cc1OC (centres undefined),1,-12,0,-16,1.2,2,·,1,-0.01
COc1ccc(/C=C(/C#N)C(=O)Nc2cc(C)ccc2C)cc1C(=O)O,1.1,-4,-12,-11,1.1,5,·,1.1,0.8
Nc1nc(Cn2nnc(-c3ccccc3Cl)n2)nc(N2CCOCC2)n1,0.9,16,13,55*,0.4,-3,1,1,-0.49
COc1ccc2c(c1)CCc1sc(NC(=O)c3ccc(C)cc3)nc1-2,1,3,2,1,1,0,1,1,0.46
CC(C(N)=O)N1C(=O)c2cccc3cccc1c23 (centres undefined),3.2*,-1,-220,-3,1,-2,·,0.8,0.32
Cc1cc(C)n2nc(SCC(=O)Nc3c(C)nn(-c4ccccc4)c3C)nc2n1,0.7,-6,28,19,0.8,4,1.1,1.5,0.29
N#CCSC1=Nc2ccccc2C2=NC(CCC(=O)N3CCN(c4ccccc4)CC3)C(=O)N12 (centres undefined),0.3,-13,73*,16,0.8,4,·,1.7,0.8
c1ccc(-c2nc(-c3cccs3)[nH]c2-c2ccccc2)cc1,1.2,·,-16,-14,1.1,·,·,1.2,-3
c1ccn2c(SCc3ccc4c(c3)OCO4)nnc2c1,0.9,-14,8,65*,0.3,5,1.3,1,-0.44

# An excerpt from above in order of the Pyk2 oligo antag value, high to low:
SMILES,CYP2C9 activ,CD11b adhes inh,CYP2C9 inhib,CYP2C19 inh,CYP2C19 act,CD11b adhes enh,MT1-MMP txn act,PLAP activator,Pyk2 oligo antag
Cc1cc(C)n2nc(SCC(=O)Nc3c(C)nn(-c4ccccc4)c3C)nc2n1,0.7,-6,28,19,0.8,4,1.1,1.5,0.29
c1ccn2c(SCc3ccc4c(c3)OCO4)nnc2c1,0.9,-14,8,65*,0.3,5,1.3,1,-0.44
c1ccc(-c2nc(-c3cccs3)[nH]c2-c2ccccc2)cc1,1.2,·,-16,-14,1.1,·,·,1.2,-3
